Compound activity as filed in PubChem BioAssay.
TTR transcr act – activators of transthyretin transcription; SH-SY5Y TTR promoter Gaussia luciferase, luminescence; 100% = recombinant luciferase protein wells; activation, % at 16.7 µM; 92,000 tested, 1.3% active;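 active means activation above the mean of all tested compounds plus 3 SD, cut at about 9.5% in these data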;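 further: cells exposed to compounds for one day before reading; 0% = median of all test compound wells on the plate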
* hit, by the source's call.

A first look (2 entries):
SMILES	TTR transcr act
COc1cc2c(cc1OC)C(C)N(C(=O)Nc1ccc(F)cc1)CC2 (stereo not drawn)	0.0
C=C(c1ccccc1Cl)[n+]1ccccc1	-1.1

Main list, from the first entry:
SMILES	TTR transcr act
COc1cc2c(cc1OC)C(C)N(C(=O)Nc1ccc(F)cc1)CC2 (stereo not drawn)	0.0
C=C(c1ccccc1Cl)[n+]1ccccc1	-1.1
CC(=O)CC(=O)NC1CCc2ccccc21 (stereo not drawn)	4.6
O=c1oc(CCCO)cc2ccc(/C=C/c3cccc([N+](=O)[O-])c3)cc12	1.1
C[C@H]1CN([C@@H](C)CO)C(=O)CCCn2cc(nn2)CO[C@@H]1CN(C)S(=O)(=O)c1cccc(F)c1	-0.9
O=C(NC(=S)NC1CCCCCCCCCCC1)c1cccnc1	-1.5
Brc1ccccc1OCCOc1cccc2cccnc12	-1.8
COCCn1c(C)cc(/C=C2/NC(=O)N(c3cccc(Cl)c3)C2=O)c1C	2.9
COc1ccc(CNC(=S)N2CCN(S(=O)(=O)c3cccc(F)c3)CC2)cc1	3.3
Cc1ccc(NS(=O)(=O)c2c(C(=O)N3CCCCCC3)c(C)n(C)c2C)c(C)c1	3.7
CCCC(=O)Nc1cccc(NC(=O)CN2CCN(c3ccccc3OC)CC2)c1	-0.3
CN(C)c1ccc(C(=O)Nc2cc(C(F)(F)F)ccc2-n2cncn2)cc1	-1.6
COc1cccc(C(C(=O)NCC2CCCO2)N(CC2CCCO2)C(=O)CN2C(=O)c3ccccc3S2(=O)=O)c1 (stereo not drawn)	-1.7
c1ccc(OCc2nc3ccccc3s2)cc1	4.3
O=C(N[C@@H](Cc1ccccc1)C(=O)OCc1ccccc1)c1nc[nH]c1C(=O)N[C@@H](Cc1ccccc1)C(=O)OCc1ccccc1	0.3
O=C(CCC(=O)NNC(=S)Nc1ccccc1)NCc1ccccc1	0.1
O=C(CSc1nc2[nH]ncc2c(=O)[nH]1)c1ccccc1	1.0
CCOC(=O)c1[nH]c2ccccc2c1NC(=O)NC(C)C	0.5
O=C1NC(=O)C(c2ccccc2)(c2ccccc2)N1S(=O)(=O)c1ccccc1	3.2
Cc1nc2c(C)cccn2c1/C(O)=C1\C(=O)C(=O)N(CCN(C)C)C1c1ccco1 (stereo not drawn)	-1.5

Ordered by molar mass (highest first): four of the compounds above
SMILES	TTR transcr act
O=C(N[C@@H](Cc1ccccc1)C(=O)OCc1ccccc1)c1nc[nH]c1C(=O)N[C@@H](Cc1ccccc1)C(=O)OCc1ccccc1	0.3
COc1cccc(C(C(=O)NCC2CCCO2)N(CC2CCCO2)C(=O)CN2C(=O)c3ccccc3S2(=O)=O)c1 (stereo not drawn)	-1.7
CCCC(=O)Nc1cccc(NC(=O)CN2CCN(c3ccccc3OC)CC2)c1	-0.3
CCOC(=O)c1[nH]c2ccccc2c1NC(=O)NC(C)C	0.5

(listing goes on)
SMILES	TTR transcr act
Cn1ccnc1SCC(=O)c1ccc(Cl)cc1	2.9
COC(=O)/C(=C/c1ccc2c(c1)c1ccccc1n2C)NC(=O)c1ccccc1	1.5
O=C(O)C1C2CCC(C2)C1C(=O)NCCc1ccc(F)cc1 (stereo not drawn)	0.2
Cc1ccc(-c2nnc(-c3cc(C)on3)o2)cc1	1.5
CC(C)C[C@@H](COCc1cccc(Cl)c1)N1CCN(C(=O)c2ccc(C(F)(F)F)cc2)CCC1=O	-0.8
CCSc1cc(C)nc2c(-c3ccccc3)cnn12	-1.2
Cc1ccccc1/C=C/c1cccc[n+]1C	-0.7
CCOC(=O)C1(C)CCCCCN1C(=O)c1ccc(C(F)(F)F)nc1C (stereo not drawn)	3.1
O=C(Nc1ccccc1-c1ccccc1)c1ccccc1[N+](=O)[O-]	1.3
C[C@H](CO)N1C[C@H](C)[C@@H](CN(C)Cc2ccc3c(c2)OCCO3)OCc2cnnn2CCCC1=O	-0.2
CC(=O)N1CCN(S(=O)(=O)c2cccc(C(=O)Nc3nccs3)c2)CC1	1.5
CCCCCNC(=O)C(c1ccncc1)n1c(=O)c(-c2cc3ccccc3[nH]2)nc2ccccc21 (stereo not drawn)	-2.0
Cc1ccc2c(=O)cc(C(F)F)oc2c1	-0.6
CN1C(=O)C(c2cn(C)c3ccccc23)(c2cn(C)c3ccccc23)c2cc(Br)ccc21	-0.2
Cc1ccccc1C1c2[nH]c3ccccc3c2C[C@H]2C(=O)N(C3CCN(Cc4ccccc4)CC3)CC(=O)N12 (stereo partly drawn)	-1.7
CCOC(=O)CC1(C)SC(NC(C)=O)=NN1C(C)=O (stereo not drawn)	1.9
CCc1ccccc1NC(=O)COc1cccc(-n2cnnn2)c1	1.8
COc1ccc2cc(CCNC(=O)c3ccc4c(c3)OCO4)c(=O)[nH]c2c1	2.7
CN(CCc1ccccc1)C(=O)c1cccc(NC(=O)Cc2cccc(NC(=O)C3CCCN(C(=O)c4ccccc4)C3)c2)c1 (stereo not drawn)	-0.8
CCN(CC)c1ccc(/C=N/NC(=O)c2ccccn2)cc1	1.1
Cc1ccc(C(=O)OCC(=O)N2CCC(C)CC2)cc1S(=O)(=O)N1CCCCC1	-1.3
COc1cc(-c2nc3cnccn3c2NC(C)(C)CC(C)(C)C)ccc1O	-1.7
COc1cccc(CNc2ccc(N3CCC(C)CC3)cc2)c1OC	-2.2
C=CCSc1nccc(-c2cc(Cl)sc2Cl)n1	4.2
COc1ccc2c(c1)c(=Cc1ccc(N(C)C)cc1)c1cc(-c3ccccc3)[n+](C)n12	-5.8
O=C(c1ccc(OC2CCN(Cc3ccccn3)CC2)cc1)N1CCC[C@H]1CO	-0.4
COc1ccc(CC(=O)Nc2c3c(nn2-c2cccc(Cl)c2)CS(=O)C3)cc1 (stereo not drawn)	-0.7
CC(C)Cn1c(N)c(C(=O)COC(=O)c2ccc(Br)cc2)c(=O)n(C)c1=O	-2.8
COc1ccc(C(=O)Nc2cc(OCc3ccccc3)c(Cl)cc2Cl)cc1	-0.7
CC(=O)Oc1ccccc1C1=NN(C(C)=O)C(c2ccccc2)C1 (stereo not drawn)	1.3
CCOC(=O)c1sc(NC(=O)CSc2nnnn2-c2ccc(C)cc2)c(C(=O)OCC)c1C	1.2
CCCCN(C(=O)NC(=O)Nc1ccc(C)cn1)S(C)(=O)=O	0.8
Cc1sc2nnn(CC(=O)N3CCN(C(=O)c4ccco4)CC3)c(=O)c2c1C	5.8
CCOC(=O)CCCNC(=O)CCNC(=O)c1ccc(OCCC(C)C)cc1	2.7
CCOC(=O)c1ccc(NC(=O)C2(c3ccc(Cl)cc3)CCCC2)cc1	0.0
O=C(COC(=O)CNC(=O)c1ccccc1)NC(=O)NC1CCCCC1	2.2
Nc1n[nH]c(N)c1N=Nc1ccc(F)cc1	-0.3
Nn1cnnc1SCC(=O)N1CCc2ccccc2C1	-0.7
CCSc1cc(N2CCOCC2)nc(-c2ccccc2)n1	6.1
CC(C)NC(=O)c1onc(CSc2nc3ccccc3[nH]2)c1C(=O)NC(C)C	-1.9
COc1ccc(OC)c(S(=O)(=O)Nc2ccc(F)cc2)c1	2.2
CC(=O)Nc1ccc(NC(=O)COC(=O)CCNS(=O)(=O)c2c(Cl)cccc2Cl)cc1	2.5
Cc1ccc(C(=O)N[C@H](C(=O)NC2CCCCC2)C(C)C)cc1	1.8
CCOC(=O)N1CCN(c2c(NCCOC)c(=O)c2=O)CC1	-0.7
Brc1ccc(-c2c(-c3ccsc3)sc3ccccc23)cn1	-1.5
COc1ccc(CNC(=O)COC(=O)CCC2CCCCC2)cc1	0.5
O=S(=O)(Nc1ccc(-c2cn3ccccc3n2)cc1)c1ccccc1	2.5
O=C1NC(Cc2ccc(O)cc2)c2nc3cc(Cl)ccc3c(=O)n2-c2cc3ccccc3cc21 (stereo not drawn)	-1.4
Cc1c(Cl)cccc1N1C(=O)c2ccccc2C1=O	1.6
CC(C)N(Cc1ccccc1)C(=S)Nc1cccnc1	9.1
COC(=O)/C=C/c1c(C)[nH]c(=O)[nH]c1=O	-1.0
COc1ccc2c(c1)c1ncn(Cc3ccccn3)c(=O)c1n2C	1.1
Cc1cccc(-n2cc(-c3ccc([N+](=O)[O-])cc3)[nH]c2=S)c1	2.6
S=c1[nH]c2ccc(Cl)cc2s1	0.4
COc1ccc(Cl)cc1C(=O)NN=C1CCCC1	-1.9
COC(=O)CN1C(=O)N/C(=C/c2ccc(OC)cc2)C1=O	1.0
O=C(CN1CCOCC1)NCC12CC3CC(CC(C3)C1)C2	-0.1
CCCCNC(=O)CSc1nc2ccccc2c(=O)n1Cc1ccc2c(c1)OCO2	-2.0
COc1ccc(OCCN2CCC(C(=O)NC(c3ccc(F)cc3)c3ccc4ccccc4n3)CC2)cc1 (stereo not drawn)	-0.8
CCOC(=O)c1ccc(N=C2SC(C(=O)NC)CC(=O)N2Cc2ccc(F)cc2)cc1 (stereo not drawn)	0.0

Given bar-delimited: part of the list above.
Structure | TTR transcr act
Cc1c(Cl)cccc1N1C(=O)c2ccccc2C1=O | 1.6
CCOC(=O)N1CCN(c2c(NCCOC)c(=O)c2=O)CC1 | -0.7
O=C(CN1CCOCC1)NCC12CC3CC(CC(C3)C1)C2 | -0.1
COc1ccc(CNC(=O)COC(=O)CCC2CCCCC2)cc1 | 0.5

(continued)
SMILES	TTR transcr act
COc1ccc(N2C(=O)C3C4C=CC(CC4)C3C2=O)c([N+](=O)[O-])c1 (stereo not drawn)	0.5
COc1ccc2c(CCN3C(=O)c4ccccc4C3=O)c(-c3c(CCN4C(=O)c5ccccc5C4=O)c4ccccc4n3C(=O)OC(C)(C)C)[nH]c2c1	0.1
O=C(Cn1cnc2c(cnn2-c2ccc(F)cc2)c1=O)N1CCN(c2ccccc2F)CC1	-1.6
CC1CCN(S(=O)(=O)c2cccc(C(=O)O)c2)CC1	3.4
CCOc1ccc2nc(NC(NC(C)=O)(C(=O)OC)C(F)(F)F)sc2c1 (stereo not drawn)	2.1
C/C(=N\NC(=O)c1c(Cl)c(C)nn1C)c1ccc(NC(=O)c2ccncc2)cc1	1.8
Cc1ccccc1NS(=O)(=O)c1csc(C(N)=O)c1	1.3
Cn1cc([N+](=O)[O-])c(C(=O)n2cccn2)n1	-1.3
O=C(Cn1cc(COc2ccc(C(=O)c3ccccc3)cc2)nn1)c1ccc(O)cc1	-0.2
NC(=O)CC(NC(=O)c1ccccc1)c1ccc(N2CCCCCCC2)c([N+](=O)[O-])c1 (stereo not drawn)	-0.1
Cc1[nH]ncc1Nc1ccccc1C(C)C	-1.0
CC(C)n1c2ccccc2c2cc([N+](=O)[O-])ccc21	-0.7
CCCC1NC(=O)c2cccnc2-n2c1nc1cc(F)c(F)cc1c2=O (stereo not drawn)	0.7
O=[N+]([O-])c1ccccc1N/N=C\c1ccccc1F	-0.2
COC(CNS(=O)(=O)c1ccc(S(=O)(=O)N2CCCC2)cc1)OC	-0.1
CC(C)CN1CCC(=O)N([C@H](CSc2ccccc2)Cc2ccccc2)CC1	-1.0
COC(=O)NNC(=O)C(c1ccccc1)c1ccccc1	-0.4
Cc1c(Cl)cccc1NC(=O)NN1CCN(C)CC1	-2.1
COC(=O)c1cc(C)nc(N)c1C#N	-1.1
Cc1ccc(C(=O)Nc2ccccc2C(=O)N2CCCCCC2)cc1	0.4
COC(=O)C1CC(O)CN1S(=O)(=O)c1cccs1 (stereo not drawn)	-1.8
COc1ccccc1NC(=O)CSc1nnnn1-c1ccc(C)cc1	0.1
O=C(CSc1ncnc2scc(-c3ccccc3)c12)Nc1ccc(C(=O)O)cc1	1.0
C[C@@]1([C@@H](NC(=O)c2cccs2)c2ccc(-c3ccccc3)cc2)C[C@H]1C1CCCCC1	-0.8
O=c1ccc(Oc2nc(N3CCCCC3)nc(N3CCCCC3)n2)n[nH]1	2.3
COc1ccc(C(=O)O/N=C2\C(=O)N(C)c3ccccc32)cc1	1.3
COc1cc(/C=N/n2nnnc2N)cc(OC)c1OC	2.6
Cc1ccc(CNC(=O)c2cc(-c3ccccc3)nn2CC2CC(c3cccnc3)=NO2)cc1 (stereo not drawn)	-1.0
CCOC(=O)NC1=NCC(C)(C)S1	-1.0
O=c1ccc(Cl)nn1-c1ccccc1	5.2
Cc1c(Cc2ccccc2)c(=O)[nH]c(=O)n1C	-1.6
CCN1CCN(C(=O)C2CCCN(S(=O)(=O)c3cccc4nsnc34)C2)CC1 (stereo not drawn)	3.2
COc1cccc(NC(=O)CSc2nnc(Cc3cccs3)n2-c2ccc(C)cc2)c1	-1.2
O=C(Nc1ccc(CN2CCOCC2)cc1)c1ccccc1F	-1.8
COC(=O)/C=C1\SC(N2CCOCC2)=C(c2ccc(OC)cc2)C1=O	5.0
CCOC(=O)N1CCN(C(=O)C[C@H]2C[C@@]3(C(=O)OC)C(=C[C@H](COCc4ccccc4)O[C@@H]3C)N(Cc3ccco3)C2=O)CC1	-1.1
C=CCNC(=S)N/N=C(\C)c1cccc(NC(C)=O)c1	2.1
COc1ccccc1NC(=S)NCC1CCC(CNC(=S)Nc2ccccc2OC)CC1 (stereo not drawn)	1.1
Cc1ccc2nc(SCC(=O)Nc3cc(C(C)(C)C)nn3-c3ccccc3)[nH]c2c1	-1.4
O=C(NCc1cccc(Cl)c1)c1ccc2c(c1)SC1=NS(=O)(=O)CCN12	0.1
Cc1cc(C(F)(F)F)nc(NCc2cccnc2)n1	0.1
COc1ccc(CC(=O)NCCS(=O)(=O)N2CCN(c3ccccc3)CC2)cc1OC	0.3
OCc1ccccc1NC(=S)Nc1cccnc1	2.9
COc1ccc(C(=O)NCC2OCCc3ccccc32)cc1 (stereo not drawn)	1.9
Cc1ccc(C)c(NC(=O)c2nc(Cl)ccc2Cl)c1	1.8
COC(=O)C1=C(C(=O)OC)C(c2cc([N+](=O)[O-])ccc2O)c2sc(=O)[nH]c2S1 (stereo not drawn)	5.2
Cc1ccc(S(=O)(=O)c2c(C)nn(C(C)(C)C)c2OC(=O)c2ccc(Br)o2)cc1	-2.8

4 entries drawn at random from those above, as already listed:
SMILES	TTR transcr act
COc1ccc(C(=O)NCC2OCCc3ccccc32)cc1 (stereo not drawn)	1.9
Cc1cc(C(F)(F)F)nc(NCc2cccnc2)n1	0.1
Cc1ccc(C)c(NC(=O)c2nc(Cl)ccc2Cl)c1	1.8
OCc1ccccc1NC(=S)Nc1cccnc1	2.9

An excerpt; rates above refer to the full screens.
